XiGFP reactiv – activators of inactive X chromosome reactivation, primary screen, imaging, XiGFP fibroblasts, GFP high-content imaging, set 2. XiGFP mouse fibroblasts, % GFP-positive cells imaging, 3 d; cells co-treated with 5-aza-dC sensitizer; scaled so ellipticine positive control = 100%. 360,000 tested, 0.055% active. AID 743238, 2013. activation, % at 7.58 µM;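 active means mean normalized replicate activation at least 10% and every replicate at or above 10%; inconclusive means only one of the two criteria met; inactive means mean below 10% and not all replicates reach 10%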;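 further: 0% = median of on-plate neutral control wells and 100% = ellipticine 6 µM median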
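Material: SV40-immortalized XiGFP fibroblast cells, line 68-5-11 | Buffer or medium: DMEM containing 5-aza-dC | Dosing: One concentration, pinned | Times: 3 d treatment, 15 min room-temperature fixation | Controls: Ellipticine 6 µM positive control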
RAD52 inh – RAD52 DNA annealing inhibitors, primary screen, biochemical, FRET, single point, set 2. DNA repair protein RAD52 homolog (Homo sapiens), P43351. 360,000 tested, 0.46% active. recombinant RAD52 DNA annealing, FRET fluorescence. inhibition, % at 18.7 µM;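 active means every replicate showing at least 50% inhibition; inconclusive means mean inhibition at least 50% but not in every replicate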
Target sequence (P43351 whole entry, looked up): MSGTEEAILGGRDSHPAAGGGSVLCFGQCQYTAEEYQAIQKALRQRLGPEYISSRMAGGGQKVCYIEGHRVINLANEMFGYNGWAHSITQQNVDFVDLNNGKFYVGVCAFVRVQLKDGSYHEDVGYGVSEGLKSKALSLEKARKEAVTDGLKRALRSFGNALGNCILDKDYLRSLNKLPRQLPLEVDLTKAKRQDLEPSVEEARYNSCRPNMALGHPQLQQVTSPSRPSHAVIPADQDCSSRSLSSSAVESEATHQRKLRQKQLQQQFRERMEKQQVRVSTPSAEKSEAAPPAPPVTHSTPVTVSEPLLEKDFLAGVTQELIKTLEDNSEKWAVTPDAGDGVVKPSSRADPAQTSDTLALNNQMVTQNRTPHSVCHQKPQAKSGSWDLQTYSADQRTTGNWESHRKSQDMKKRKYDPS
ERp5 block – inhibitors of ERp5-driven insulin aggregation, primary screen, biochemical, turbidity, absorbance 650 nm, single point; 90 min; inhibition, % at 9.99 µM; 350,000 tested, 0.05% active; AID 651711, 2012;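 active means mean replicate inhibition above about 25%, with every replicate also reaching it, limit read from the data, passing the limit was not always enough; inconclusive means only one of those two criteria met; inactive means neither criterion met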
Target sequence (Q15084 whole entry, looked up): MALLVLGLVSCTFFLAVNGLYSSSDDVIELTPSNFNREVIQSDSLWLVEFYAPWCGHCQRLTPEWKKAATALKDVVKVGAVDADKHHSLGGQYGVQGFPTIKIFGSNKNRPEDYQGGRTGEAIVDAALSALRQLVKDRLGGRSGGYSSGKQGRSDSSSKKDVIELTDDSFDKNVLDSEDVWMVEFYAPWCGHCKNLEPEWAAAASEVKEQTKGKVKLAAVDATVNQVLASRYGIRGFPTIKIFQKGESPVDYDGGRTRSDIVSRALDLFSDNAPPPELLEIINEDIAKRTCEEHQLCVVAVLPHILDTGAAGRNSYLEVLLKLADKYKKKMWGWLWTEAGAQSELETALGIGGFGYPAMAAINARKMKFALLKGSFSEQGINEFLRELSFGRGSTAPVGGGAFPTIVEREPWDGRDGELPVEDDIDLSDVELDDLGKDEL
esBAF inh – Bmi1 luciferase reporter increase in mESCs, primary screen, esBAF inhibitor project, mouse ES cells, Bmi1 luciferase knock-in, single point; 24 h; 100% = twice the neutral-well signal; reporter increase, % at 12.5 µM; 350,000 tested, 2% active; in the data active means activation above about 40%; inconclusive means no clear call, values can overlap the other calls;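 further: 0% = median of the plate's neutral control wells and 100% = double that signal; a rise in the Bmi1 reporter signal indicates esBAF inhibition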
S100A4 MyoIIA – inhibitors of S100A4-myosin IIA peptide binding, primary screen, biochemical, fluorescence polarization, TAMRA-MyoIIA peptide; Protein S100-A4 (Homo sapiens), P26447; 360,000 tested, 0.14% active; inhibition, % at 10.7 µM; AID 652163, 2013;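 active means mean inhibition of at least 70% across replicates, with every replicate also reaching that level; inconclusive means mean inhibition reaches 70% but some replicates fall short; inactive means mean inhibition below 70%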
Target sequence (P26447 whole entry, looked up): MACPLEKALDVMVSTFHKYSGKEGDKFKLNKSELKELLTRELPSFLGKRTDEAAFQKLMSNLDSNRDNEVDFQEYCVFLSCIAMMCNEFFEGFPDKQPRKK
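Assay system: human S100A4 monomer with TAMRA-labelled myosin IIA peptide / Buffer or medium: Calcium-containing HEPES buffer, pH 7.2 / Reagent: TAMRA-labelled myosin IIA heavy-chain peptide probe, 5 nM / Compound: one dose per compound / Timing: polarization read 5 min after assay mix addition, stable 5–60 min / Benchmarks: neutral control DMSO, positive control TFP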
E-selectin induc – E-selectin induction in HUVECs, primary screen, imaging, HUVEC, immunofluorescence imaging, single point | normalized: neutral wells 0, TNF-alpha wells 100 | P16581 | 260,000 tested, 0.37% active | activation, % at 7.58 µM;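 active means mean E-selectin-positive cell signal at least 10% of the positive control, reached in at least 60% of replicates, without over 20% cell loss; inconclusive means no rule given, readout overlaps actives, possibly toxicity-flagged; inactive means the rest, including those meeting only one limit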;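 further: in these data hits start at about 27%; measured in HUVEC primary endothelial cells; signal is the percent of cells scored E-selectin positive by PE staining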
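Test system: HUVEC | Signal: Immunofluorescence imaging | Read-out: Percent E-selectin-positive cells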
RAD54 branch – inhibitors of human RAD54 branch migration, primary screen, biochemical, fluorescence, single point | RAD54 Holliday junction branch migration, FAM/BHQ fluorescence | inhibition, % at 10.4 µM | 360,000 tested, 0.14% active;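 active means mean normalized replicate activity at least 40 and at least half of replicates scoring 40 or more; inconclusive means only one of the two criteria met; inactive means mean below 40 and under half of replicates reaching 40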;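 further: 0% = median of neutral control wells and 100% = median of positive control wells; inhibitors cause a drop in the FAM fluorescence signal; in these data hits start at about 50%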
ERAP1 inh – human ERAP1 aminopeptidase inhibitors, primary screen, biochemical, single point, plate reader | 340,000 tested, 0.15% active | recombinant ERAP1, Leu-AMC fluorescence, 60 min | AID 652197, 2013 | inhibition, % at 10.7 µM | Endoplasmic reticulum aminopeptidase 1 (Homo sapiens), Q9NZ08;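 active means mean replicate inhibition of at least 30%, or all replicates individually reaching that 30% level; inactive means mean below 30% and not every replicate reaching it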;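 further: 0% = neutral control wells and 100% = L-leucinethiol positive control wells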
* marks the source's active call; other numbers are inactive results; ? = inconclusive; . = not tested or not shown; & = joins results of further samples. Hits appear at their usual frequency, and some 2.5% of all compounds hit somewhere here.

SMILES	XiGFP reactiv	RAD52 inh	ERp5 block	esBAF inh	S100A4 MyoIIA	E-selectin induc	RAD54 branch	ERAP1 inh
Cc1cc(C)cc(NC(=O)CCc2c(C)nn(-c3ccc(N4CCCCC4)nn3)c2C)c1	0.2	3	8	68*	1	.	-5	1
CC(C(=O)Nc1ccccc1)C(=O)Nc1ccccc1	0.2	2	-6	-2	-4	0.2	-3	9
C[C@@H]1CN([C@@H](C)CO)C(=O)c2cccc(NC(=O)C3CCOCC3)c2O[C@H]1CN(C)Cc1ccc(Oc2ccccc2)cc1	0.0	21	-2	-4	51	22	4	-1
CCOc1ccc(N(CC)C(=O)CCS(=O)(=O)c2cccc3nonc23)cc1	0.0	-14	0	-4	0	.	3	1
CCc1cccc(C)c1NC(=O)CC(C)(C)CC(=O)O	0.0	7	2	.	1	.	.	-2
CCOC(=O)c1ccc(N=c2sc(C(=O)OC)cc(=O)n2Cc2ccc3c(c2)OCO3)cc1	-0.2	-13	0	15	2	-0.1	0	3
CCOc1ccc(NC(=O)COC(=O)c2cc([N+](=O)[O-])ccc2N2CCOCC2)cc1	0.1	-2	-1	.	1	.	.	2
CNC(=O)c1ccc(NC(=O)CC23CC4CC(CC(C4)C2)C3)cc1	0.0	-8	2	0	3	.	-5	-2
C[C@H](NC(=O)N(C)C[C@@H]1OCc2ccccc2-c2c(n(C)c3ccccc23)C(=O)N([C@@H](C)CO)C[C@@H]1C)c1ccccc1	-1.3	5	6	1	5	0.0	-2	4
CN(CC(=O)Nc1ccccc1C(F)(F)F)C(=O)CCc1nc2sc3c(c2c(=O)[nH]1)CCCC3	0.1	-26	-11	-4	1	0.6	-5	-4
N#C[C@@H]1[C@@H](c2ccc(C3=CCCCC3)cc2)[C@H](CO)N1C(=O)c1ccccn1	0.1	-13	0	-4	-7	1.1	-14	2
O=C(CCCOc1ccccc1)N1CCN(S(=O)(=O)c2ccc(Cl)cc2)CC1	0.6	-7	-3	-2	4	.	2	3
O=C(C[C@H]1C=C[C@H](NC(=O)C2CCOCC2)[C@H](CO)O1)Nc1nccs1	0.0	-12	7	.	5	-0.3	.	-6
COc1cccc(-c2cnc3c(c2)C(=O)N([C@H](C)CO)C[C@H](C)[C@H](CN(C)C)O3)c1	-0.3	11	0	-1	1	0.0	2	2
CC(C)(C)c1ccc(C(=O)Nc2ccc(S(=O)(=O)Nc3cnc4ccccc4n3)cc2)cc1	0.0	-5	2	17	2	-0.2	3	2
Cc1noc(C)c1S(=O)(=O)Nc1ccc2c(c1)C(=O)N([C@H](C)CO)C[C@H](C)[C@@H](CN(C)S(=O)(=O)c1cccs1)O2	0.0	5	6	.	-17	-0.2	.	0
O=C(c1ccc(C(F)(F)F)cc1)C1CCCN(C(=O)CN2CCCC2=O)C1 (centres undefined)	0.6	-7	4	21	-7	.	7	4
CC(C)(C)C(=O)CSc1ncnc2c1cnn2Cc1ccccc1	0.1	1	6	.	2	-0.2	.	-1
O=C(c1ccc[nH]1)N1O[C@@H]2C=C[C@H]1C2	0.0	4	0	4	0	2.3	5	.
Cc1cc(C)cc(OCC(=O)N(C)CC(=O)Nc2ccc(N3CCOCC3)cc2)c1	0.0	0	1	-11	-2	0.5	-6	0
C[C@H](CO)N1C[C@H](C)[C@H](CN(C)Cc2ccc(C(=O)O)cc2)Oc2ccc(NC(=O)CCC(F)(F)F)cc2C1=O	-1.3	8	1	5	2	.	-7	0
O=C(NC(c1ccc(Cl)cc1)c1cnccn1)C1CCN(CCCOc2ccccc2)CC1 (centres undefined)	0.0	-21	-1	-3	1	-0.3	2	-13
COc1ccc(NC(=O)N(C)C[C@H]2Oc3ccc(NC(=O)Nc4ccc(C(F)(F)F)cc4)cc3C(=O)N([C@@H](C)CO)C[C@@H]2C)cc1	-0.4	.	.	-1	.	0.0	0	.
COc1cccc(C(=O)NNC(=O)c2sccc2-n2cccc2)c1	0.0	2	4	2	-1	.	-5	-2
O=C1CCCN1C(=O)CSc1ccc2ccccc2n1	0.1	-53	0	3	-1	.	-1	5
O=C(COC(=O)c1cc(S(=O)(=O)N2CCOCC2)ccc1F)Nc1ccc2c(c1)OCO2	0.0	-18	4	0	-1	.	5	-2
O=C(Cc1ccc([N+](=O)[O-])cc1)NCc1ccccc1Cl	7.7	0	-1	.	1	0.6	.	-7
COc1ccc(CN(C)C[C@H]2OCCCC[C@@H](C)Oc3ccc(NS(=O)(=O)c4c(C)noc4C)cc3C(=O)N([C@H](C)CO)C[C@@H]2C)cc1	-1.1	.	.	-7	.	0.1	2	.
CN(CCCC1CCCC1)C(=O)c1cc(COc2c(F)cccc2F)on1	0.1	-13	0	.	0	-0.2	-6	-3
CN(C)C(CNC(=O)c1ccc(C(=O)c2ccccc2)cc1)c1ccccc1 (centres undefined)	.	-16	-3	4	4	.	8	-1
O=C(COC(=O)c1nc(Cl)ccc1Cl)Nc1ccccc1OC(F)F	0.0	-36	-3	-1	3	4.1	-4	-5
COc1cc(NC(=S)Nc2ccccn2)cc(OC)c1OC	0.4	-13	2	.	2	.	.	1
COc1cccc(C(=O)Nc2ccc3c(c2)C(=O)N(C)[C@@H]2CC[C@@H](CC(=O)N[C@H](C)c4ccccc4)O[C@H]2CO3)c1	0.1	2	5	-4	8	2.8	4	1
COc1ccc(C(c2c(C)n(C)n(-c3ccccc3)c2=O)c2c(C)n(C)n(-c3ccccc3)c2=O)cc1OC	0.1	-4	-3	-5	25	.	2	0
O=[N+]([O-])c1cc2c(cc1CN1CCN(CCOCCO)CC1)OCO2	0.1	-12	3	3	3	.	-9	5
C[C@H](CO)N1C[C@H](C)[C@H](CN(C)Cc2ccc(Oc3ccccc3)cc2)Oc2ccc(NC(=O)NC3CCCCC3)cc2CC1=O	0.0	-2	-2	-6	-5	0.9	3	0
COc1ccc(CN(C)C[C@H]2OCCCC[C@H](C)Oc3ccc(NS(=O)(=O)c4ccccc4)cc3C(=O)N([C@H](C)CO)C[C@H]2C)cc1	0.0	25	-5	2	-54	-0.1	-1	0
CCS(=O)(=O)N1[C@H](C#N)[C@@H](c2ccc(C#CC(C)C)cc2)[C@@H]1CO	0.2	-40	4	6	-13	-0.1	-8	2
C[C@H](CO)N1C[C@H](C)[C@@H](CN(C)C(=O)Cc2ccncc2)Oc2ncc(C#C[C@@H](C)O)cc2C1=O	0.2	-31	3	6	1	0.3	1	1
CC(=O)c1sc(-c2ccc(Cl)cc2)nc1C	0.1	0	-3	.	-3	1.2	.	.
CCC(=O)N1C[C@H](C)[C@H](OC)CN(C)C(=O)c2ccc(NS(C)(=O)=O)cc2OC[C@@H]1C	0.5	12	0	-1	28	0.0	-5	1
Clc1ccc(-c2cnc3n2CCCCC3)cc1	0.5	-10	-3	.	-3	9.1	.	3
COCCNC(=O)C[C@@H]1C[C@H]2c3cc(NS(C)(=O)=O)ccc3O[C@H]2[C@@H](CO)O1	0.3	-1	-1	-3	0	-0.3	4	0
FC(F)(F)c1ccccc1N/N=C/c1cccnc1	-0.1	3	-3	29	4	.	0	-3
CCOC(=O)[C@]12CCCC=C1N(CCc1ccc(OC)c(OC)c1)C(=O)[C@H](CC(=O)N1CCCCC1)C2	0.3	-8	2	.	2	0.0	.	2
Cc1ccc(C(=O)CSc2nc(O)cc(=O)[nH]2)cc1C	-0.1	-27	-3	-8	0	-0.1	-11	-1
CC(C)NC(=O)N[C@@H]1C=C[C@H](CC(=O)O)O[C@H]1CO	0.4	-6	0	-2	1	-0.4	2	2
CCCN1CCN(C(=O)Cn2c(=O)oc3cc(S(=O)(=O)NCc4ccccc4)ccc32)CC1	0.5	-10	3	-3	10	0.1	0	0
CC(C)NC(=O)C1Cc2c(-c3ccccc3Oc3ccccc3)ccnc2O1 (centres undefined)	0.0	-5	-4	.	-4	5.8	3	1
O=C(COC(=O)CN1C(=O)C2CCCCC2C1=O)NCc1ccc(Cl)cc1Cl (centres undefined)	0.0	-3	4	-2	0	.	3	3
O=c1oc(-c2ccccc2NS(=O)(=O)c2ccc(Cl)cc2)nc2ccccc12	-0.1	-1	-1	-7	-3	0.1	.	0
CCOc1cccc(C(=O)NC(=S)Nc2ccc(Cl)cc2C(=O)O)c1	0.2	-12	0	.	5	6.7	.	0
CC(NC(=O)c1ccccc1Cl)C(=O)O (centres undefined)	.	-3	5	-5	-1	.	-2	1
O=C(NCCN1CCC(n2c(=O)[nH]c3ccccc32)CC1)c1ccc(F)cc1F	0.2	-12	-4	.	-3	0.3	.	1
O=C(c1ccccc1Cl)N1CCC(c2nc3c(nnn3Cc3ccco3)c(=O)[nH]2)CC1	0.2	-6	0	-8	-2	1.4	-6	2
CC1(C)CC(=O)C2=C(C1)NC(=O)NC2c1ccc([N+](=O)[O-])cc1 (centres undefined)	0.5	-9	2	2	0	7.6	.	-3
COc1ccccc1Cc1c(-c2ccc(F)cc2)nc2ccc(Cl)cn12	0.0	-24	-3	19	-2	.	4	-2
S=C(Nc1ccccc1)c1nc2ccccc2s1	0.2	-2	2	.	-1	0.3	.	-1
Cc1cccc(NC(=O)Cn2cccc2)c1	.	-12	1	-4	19	.	1	0
Cc1ccc(CNS(=O)(=O)c2cn(C)cn2)cc1	.	-10	2	-5	0	.	-2	-1

esBAF inh: what is marked active above.
Molecule | RAD52 inh | ERp5 block | esBAF inh | S100A4 MyoIIA | ERAP1 inh
Cc1cc(C)cc(NC(=O)CCc2c(C)nn(-c3ccc(N4CCCCC4)nn3)c2C)c1 | 3 | 8 | 68* | 1 | 1

Going on with the list:
SMILES	XiGFP reactiv	RAD52 inh	ERp5 block	esBAF inh	S100A4 MyoIIA	E-selectin induc	RAD54 branch	ERAP1 inh
Cc1nc(C)c(C(=O)Nc2cccc(F)c2)s1	0.0	-6	3	3	7	.	8	1
C#CCNC(=O)C1=C[C@H](c2csc3ccccc23)C[C@H](OCCCCO)O1	0.0	-13&-60	-4&0	.	-15&22	0.0	-5&-3	3&1
COc1cccc(C(=Cc2ccc([N+](=O)[O-])cc2)C(=O)O)c1	-0.1	-7	-8	-2	1	-0.1	-2	-6
CS(=O)(=O)N1[C@H](C(=O)NC2CCC2)[C@@H](CO)[C@@H]2Cn3c(ccc(-c4ccccc4)c3=O)[C@@H]21	0.2	-2	11	-1	?	0.5	0	2
C[C@@H]1CN([C@@H](C)CO)C(=O)c2cc(C#CCN(C)C)cnc2O[C@@H]1CN(C)C(=O)Cc1cccnc1	-0.5	-7	-7	3	5	-2.4	-8	0

Screening results from PubChem.
